PDI inh: blocks human protein disulfide isomerase activity; PDI insulin aggregation turbidity, A650, 90 min; inhibition, % at 10 µM; AID 588391; 0.052% of 350,000 active; P07237;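 active = mean inhibition across replicates of 30% or more, whatever share of single replicates reach that level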;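 note: absorbance from insulin aggregation driven by PDI reduction with DTT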
Target sequence (P07237 whole entry, looked up): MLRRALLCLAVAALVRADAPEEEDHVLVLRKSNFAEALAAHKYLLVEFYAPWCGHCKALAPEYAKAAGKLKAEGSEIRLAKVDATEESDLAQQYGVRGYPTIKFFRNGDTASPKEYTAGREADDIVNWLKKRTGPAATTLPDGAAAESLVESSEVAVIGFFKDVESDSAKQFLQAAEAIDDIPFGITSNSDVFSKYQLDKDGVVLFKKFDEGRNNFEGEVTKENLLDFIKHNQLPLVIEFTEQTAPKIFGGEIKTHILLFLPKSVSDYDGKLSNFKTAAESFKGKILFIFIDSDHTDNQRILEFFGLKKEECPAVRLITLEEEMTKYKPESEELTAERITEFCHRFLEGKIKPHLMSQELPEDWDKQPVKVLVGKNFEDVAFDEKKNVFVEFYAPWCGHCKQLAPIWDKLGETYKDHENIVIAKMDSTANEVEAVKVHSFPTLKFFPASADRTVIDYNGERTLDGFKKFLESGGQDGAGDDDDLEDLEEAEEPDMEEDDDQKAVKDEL
Vif inh: HIV Vif inhibition; HEK293T cells, Vif self-association by quenched fluorescence, imaging, 24 h; inhibition, % at 7.49 µM; 0.35% of 340,000 active; AID 602346; in the data active = inhibition above about 50%, passing the limit was not always enough; note: some results filed as inactive read as strong as hits
HIF-2a block: blocks HIF-2a reporter activity | 786-0 RCC cells HIF-2a reporter, luciferase luminescence, overnight | 0.72% of 360,000 active | AID 624352 | inhibition, % at 18.8 µM;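 active = inhibition of the luminescence signal of 40% or more relative to plate controls, in a single-dose primary screen at 18.75 µM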
iPSC survival up: increases survival of single human iPS cells; survival enhancement, % at 20 µM; hiPSC single-cell survival, ATPlite luminescence; 100% = ROCK inhibitor wells, 0% = DMSO; 0.044% of 360,000 active; in the data active = survival enhancement above about 18%;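 note: cells exposed to compounds for 16 hours before the ATP read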
MITF TRPM1 inh: reduces MITF-dependent TRPM1 promoter luciferase signal. SK-MEL-5 TRPM1 promoter luciferase, 24 h. AID 488899. 0.83% of 330,000 active. inhibition, % at 12.5 µM;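 active = mean inhibition across replicates of 60% or more, whatever share of single replicates reaches that level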; note: values of inactives mirror those of a sister screen read the other way
CaV13 ICDI inh: Primary screen for inhibitors of IQ motif and Ca2+-dependent inactivation inhibitor domain binding in CACNA1D, Förster resonance energy transfer in living cells, …; HEK cells, CFP/YFP FRET ICDI-IQ, plate reader, 10 min; percent FRET-ratio fall versus neutral wells; inhibition, % at 12.3 µM; 0.098% of 340,000 active;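 active = mean replicate inhibition of at least 30% and at least 1% of replicates passing that level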;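 note: 0% = median of the neutral control wells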
Granule exo inh: lytic granule exocytosis inhibition. TALL-104 LAMP-1 surface exposure, flow cytometry; cells stimulated with thapsigargin and PMA. inhibition, % at 10 µM. 0.66% of 360,000 active. AID 651702;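 active = inhibition above about 55%, limit read from the data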
NR2E3 ag-1: activates human NR2E3 receptor | inhibition of corepressor binding, % at 3.98 µM | AID 602229 | CHO-S Gal4-NCOR/VP16-NR2E3 two-hybrid, luciferase | Q9Y5X4 | 0.35% of 360,000 active;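 active = inhibition above the mean of all tested compounds plus 3 SD, cut at about 70% in these data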;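 note: 0% = DMSO with NR2E3 transfected cells and 100% = cells lacking NR2E3 construct; higher means lower luciferase signal from less NR2E3 corepressor binding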
Target sequence (Q9Y5X4 whole entry, looked up, the tested form may be a part): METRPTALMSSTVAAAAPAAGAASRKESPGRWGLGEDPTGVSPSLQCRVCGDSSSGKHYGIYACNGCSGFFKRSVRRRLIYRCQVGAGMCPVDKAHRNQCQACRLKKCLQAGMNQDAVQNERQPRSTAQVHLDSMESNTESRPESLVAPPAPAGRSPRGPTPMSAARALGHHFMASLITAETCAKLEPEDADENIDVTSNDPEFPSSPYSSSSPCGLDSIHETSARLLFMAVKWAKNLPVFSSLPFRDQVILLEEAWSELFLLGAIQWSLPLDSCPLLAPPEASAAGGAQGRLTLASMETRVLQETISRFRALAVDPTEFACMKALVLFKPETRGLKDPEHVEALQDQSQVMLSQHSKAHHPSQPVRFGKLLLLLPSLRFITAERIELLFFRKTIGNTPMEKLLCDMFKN
aDG glyco act: alpha-DG glycosylation activation. 0.22% of 360,000 active. AID 624168. Pro5-aDG cells, alpha-DG glycosylation AlphaScreen (IIH6); 0% Pro5, 100% B10-LARGE cell signal. activation, % at 10 µM;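 active = activation of at least 8% versus controls, or a plate z-score of at least 8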;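 note: Pro5 are CHO cells carrying HIG-tagged alpha-DG that lacks glycosylation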
NR2E3 ag-2: NR2E3 (human) agonism | Q9Y5X4 | GST-NR2E3/biotin-RetCOR TR-FRET, 1536-well | inhibition of corepressor binding, % at 4.78 µM | 0.12% of 320,000 active | AID 2300;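 active = percent inhibition above the cutoff of mean plus 3 SD of all tested compounds, set per screening campaign, cut at about 20% in these data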;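 note: 0% = DMSO wells and 100% = biotin wells as full block of FRET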
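Assay system: NR2E3–RetCOR corepressor complex. Quantity: 1.35 nM GST-NR2E3. Buffer or medium: pH 7.5 Tris-based buffer. Reagent: biotinylated RetCOR corepressor at 7 nM final. Schedule: 5 h at 4 °C. Detection: TR-FRET, emission read at 617 and 671 nm. Replicates: one well per compound, singlicate testing.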
Peg3 prom inh: Peg3 promoter activity inhibition; HeLa PEG-Prom luciferase reporter, luminescence, overnight; inhibition, % at 20 µM; 1.7% of 360,000 active; AID 588405;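 active = inhibition of at least 50% at 20 µM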
* = called active by the depositor.

Screening CCOC(=O)c1nn(-c2ccccc2F)c2nc(Nc3ccccc3)cc(=O)n12 returned PDI inh -4, Vif inh 4, HIF-2a block 7, iPSC survival up 1.6, MITF TRPM1 inh 4, CaV13 ICDI inh -5, Granule exo inh -2, NR2E3 ag-1 -15, aDG glyco act 0.4, NR2E3 ag-2 -1 and Peg3 prom inh 3.
`CCOC(=O)c1c(C)[nH]c(NC(=O)Nc2c(C)n(C)n(-c3ccccc3)c2=O)c1C` gave PDI inh -4, Vif inh 4, HIF-2a block -20, iPSC survival up 0.2, MITF TRPM1 inh -6, CaV13 ICDI inh -11, Granule exo inh 6, NR2E3 ag-1 5, aDG glyco act -0.1, NR2E3 ag-2 0 and Peg3 prom inh 8.
For CCc1ccccc1NC(=S)/N=C(\N)Nc1nc(C)c2cc(C)ccc2n1 the results were PDI inh 1, Vif inh -8, HIF-2a block -33, iPSC survival up -1.8, MITF TRPM1 inh 12, CaV13 ICDI inh -5, Granule exo inh -4, NR2E3 ag-1 20, aDG glyco act 0.3, NR2E3 ag-2 2 and Peg3 prom inh 40.
For COc1ccc(-c2noc(N3CCC(C(=O)Nc4ccc(OC)cc4OC)CC3)n2)cc1 the results were Vif inh 7, HIF-2a block -20, iPSC survival up -0.8, CaV13 ICDI inh -2, Granule exo inh 6, NR2E3 ag-1 -31, aDG glyco act 1.0, NR2E3 ag-2 0 and Peg3 prom inh -46.
For O=C(CCCCCNC(=O)N1CCn2c1nc1ccccc12)NCCc1ccccc1 the results were PDI inh -7, Vif inh -3, HIF-2a block -8, iPSC survival up -0.3, MITF TRPM1 inh 3, CaV13 ICDI inh -3, Granule exo inh -3, NR2E3 ag-1 -3, aDG glyco act -0.2, NR2E3 ag-2 -2 and Peg3 prom inh -9.
Screening O=C(COc1cccc(F)c1)NNC(=O)Cc1ccc(Br)cc1 returned PDI inh -3, Vif inh 8, HIF-2a block -1, iPSC survival up -0.6, MITF TRPM1 inh 9, CaV13 ICDI inh -3, Granule exo inh 1, NR2E3 ag-1 24, aDG glyco act 0.0, NR2E3 ag-2 4 and Peg3 prom inh 4.
Screening COCCN1C(=S)NC(c2cccc(C(F)(F)F)c2)C(C(=O)N2CCOCC2)=C1C (stereo not given) returned PDI inh -1, Vif inh 0, HIF-2a block 17, iPSC survival up 0.6, MITF TRPM1 inh -3, CaV13 ICDI inh -3, Granule exo inh 0, NR2E3 ag-1 -16, aDG glyco act 0.3, NR2E3 ag-2 -1 and Peg3 prom inh 6.
`Cc1ccc(N2CC(C(=O)OCC(=O)C(C)(C)C)CC2=O)cc1` (stereo not given) gave PDI inh 0, Vif inh 6, HIF-2a block 9, iPSC survival up 1.9, MITF TRPM1 inh 1, CaV13 ICDI inh -6, Granule exo inh 5, NR2E3 ag-1 -14, aDG glyco act -0.1, NR2E3 ag-2 -3 and Peg3 prom inh -62.
Screening Cc1cccc(NC(=O)C2CCCN2C(=O)NC2CCCCC2)c1 (stereo not given) returned PDI inh -4, Vif inh 1, HIF-2a block 10, iPSC survival up -2.2, MITF TRPM1 inh 4, CaV13 ICDI inh -7, Granule exo inh -1, NR2E3 ag-1 -4, aDG glyco act -0.4, NR2E3 ag-2 12 and Peg3 prom inh 7.
Screening Cc1ccc(-c2nc(SC(C)C(=O)NC3CC3)n[nH]2)cc1 (stereo not given) returned PDI inh 1, HIF-2a block -9, iPSC survival up -0.7, CaV13 ICDI inh -12, Granule exo inh -4, NR2E3 ag-1 -19, aDG glyco act -0.2 and Peg3 prom inh -10.
`COc1ccc(C(=O)COc2ccccc2C#N)cc1` gave PDI inh 2, Vif inh -3, HIF-2a block -310, iPSC survival up -0.6, MITF TRPM1 inh -50, CaV13 ICDI inh -18, Granule exo inh 1, NR2E3 ag-1 -86, aDG glyco act -0.2, NR2E3 ag-2 -3 and Peg3 prom inh -255.
COc1ccc(NC(=O)c2cc(-c3ccccn3)nc3ccccc23)c(OC)c1 was read as PDI inh -8, Vif inh 15, HIF-2a block -7, iPSC survival up 0.0, MITF TRPM1 inh -7, CaV13 ICDI inh -5, Granule exo inh 0, NR2E3 ag-1 -10, aDG glyco act -0.5 and Peg3 prom inh 44.
`O=C(Nc1ccc(N2CCCCC2)cc1)C1CCCN1S(=O)(=O)c1ccc(F)cc1` (stereo not given) gave PDI inh 12, Vif inh -1, HIF-2a block -44, iPSC survival up -0.5, MITF TRPM1 inh -6, CaV13 ICDI inh -6, Granule exo inh 0, NR2E3 ag-1 2, aDG glyco act 0.1, NR2E3 ag-2 4 and Peg3 prom inh -25.
For COc1ccc(C(CNc2ccc(C(F)(F)F)cn2)N(C)C)cc1OC (stereo not given) the results were PDI inh -7, Vif inh 6, HIF-2a block 2, iPSC survival up 0.7, MITF TRPM1 inh 0, CaV13 ICDI inh -3, Granule exo inh 5, NR2E3 ag-1 0, aDG glyco act 0.1, NR2E3 ag-2 3 and Peg3 prom inh -19.
`O=S1(=O)CCC(N=Cc2cc(Br)ccc2O)C1` (stereo not given) gave PDI inh -15, HIF-2a block 0, iPSC survival up -3.2, MITF TRPM1 inh 13, Granule exo inh 2, NR2E3 ag-1 -2, aDG glyco act -0.2, NR2E3 ag-2 -1 and Peg3 prom inh -7.
Cc1cc(-c2nnc3sc(C4CCCCC4)nn23)n[nH]1 was read as PDI inh -6, Vif inh 4, HIF-2a block 13, iPSC survival up 0.1, MITF TRPM1 inh -1, CaV13 ICDI inh -3, Granule exo inh -1, NR2E3 ag-1 -7, aDG glyco act 0.1, NR2E3 ag-2 2 and Peg3 prom inh -14.
For CC(=O)Nc1ccc(N(C(=O)Cc2c[nH]c3ccccc23)C(C(=O)NC2CCCCC2)c2ccco2)cc1 (stereo not given) the results were PDI inh -9, Vif inh 0, HIF-2a block 11, iPSC survival up -0.4, MITF TRPM1 inh 18, CaV13 ICDI inh -5, Granule exo inh -2, NR2E3 ag-1 -10, aDG glyco act -0.2, NR2E3 ag-2 -2 and Peg3 prom inh 10.
For CCCn1nc(NC(=O)c2ccccn2)c2cc3cc(C)ccc3nc21 the results were PDI inh 0, Vif inh -13, HIF-2a block -131, iPSC survival up -1.8, MITF TRPM1 inh -19, CaV13 ICDI inh 1, Granule exo inh -3, NR2E3 ag-1 -50, aDG glyco act 0.9, NR2E3 ag-2 0 and Peg3 prom inh -71.
Screening CNC(=S)NNC(=O)c1sc(-c2cc(C)on2)nc1C returned PDI inh -12, Vif inh 26, HIF-2a block 17, iPSC survival up -0.7, CaV13 ICDI inh -4, Granule exo inh 0, NR2E3 ag-1 -2, aDG glyco act 0.0, NR2E3 ag-2 -2 and Peg3 prom inh 9.
For COCCSc1ccccc1C(=O)Nc1cc(C)on1 the results were PDI inh -6, Vif inh -2, HIF-2a block -6, iPSC survival up -1.0, MITF TRPM1 inh 10, CaV13 ICDI inh -7, Granule exo inh 1, NR2E3 ag-1 -4, aDG glyco act -0.1, NR2E3 ag-2 2 and Peg3 prom inh 7.
Screening O=C(/C=C/c1ccco1)NCC(=O)N/N=C/c1ccc(Cl)cc1 returned PDI inh 9, HIF-2a block 7, iPSC survival up 1.0, MITF TRPM1 inh 5, CaV13 ICDI inh 1, Granule exo inh 1, NR2E3 ag-1 9, aDG glyco act -0.1, NR2E3 ag-2 2 and Peg3 prom inh 19.
`CN(C)c1ccc(NC(=O)CCn2c(=S)oc3ccccc32)cc1` gave PDI inh -3, Vif inh 0, HIF-2a block -194, iPSC survival up -1.0, MITF TRPM1 inh -30, CaV13 ICDI inh -19, Granule exo inh 1, NR2E3 ag-1 -63, aDG glyco act -0.1, NR2E3 ag-2 -5 and Peg3 prom inh -221.
`N#CCCN(C(=O)COC(=O)CNC(=O)c1ccc(-c2ccccc2)cc1)c1ccc(F)cc1` gave PDI inh -11, Vif inh 5, HIF-2a block -1, iPSC survival up 0.3, MITF TRPM1 inh 4, CaV13 ICDI inh -4, Granule exo inh 0, NR2E3 ag-1 -12, aDG glyco act -0.1, NR2E3 ag-2 1 and Peg3 prom inh -29.
`CC(=O)O[C@H]1CC[C@H]2[C@@H]3CCc4cc(O)ccc4[C@H]3CC[C@]12C` gave PDI inh 30, Vif inh -7, HIF-2a block -27, iPSC survival up 0.1, MITF TRPM1 inh -9, Granule exo inh -3, NR2E3 ag-1 -4, aDG glyco act -0.2, NR2E3 ag-2 -2 and Peg3 prom inh 28.
Screening CCOC(=O)C1=C(C)c2ccccc2OC1(C(=O)OCC)C(C)C (stereo not given) returned PDI inh -13, Vif inh -2, HIF-2a block 10, iPSC survival up -2.1, MITF TRPM1 inh -2, CaV13 ICDI inh -6, Granule exo inh -2, NR2E3 ag-1 -1, aDG glyco act 0.0 and Peg3 prom inh -6.
CN1CCN(NC(=S)Nc2ccc(Oc3ccccc3)cc2)CC1 was read as PDI inh -2, Vif inh 2, HIF-2a block -6, iPSC survival up 0.5, MITF TRPM1 inh -8, CaV13 ICDI inh -5, Granule exo inh 2, NR2E3 ag-1 -15, aDG glyco act 1.3, NR2E3 ag-2 2 and Peg3 prom inh 11.
Screening N#C/C(=C/C1=C(N2CCOCC2)C(=C/c2ccc(Cl)cc2)/CC1)C(=O)Nc1ccccc1F returned PDI inh 12, Vif inh 27, HIF-2a block 10, iPSC survival up -0.9, MITF TRPM1 inh 33, CaV13 ICDI inh -16, Granule exo inh 0, NR2E3 ag-1 8, aDG glyco act 0.0 and Peg3 prom inh 1.
For C/C(=N\NC(=O)c1c(Cl)c(C)nn1C)c1ccc(NC(=O)C2CCC2)cc1 the results were PDI inh 0, Vif inh 25, HIF-2a block -5, iPSC survival up -0.3, MITF TRPM1 inh 26, CaV13 ICDI inh -6, Granule exo inh -8, NR2E3 ag-1 -22, aDG glyco act -0.3, NR2E3 ag-2 -2 and Peg3 prom inh 2.
Cc1ccc2c(C)c(C(=O)N3CCN(Cc4ccccn4)CC3)oc2c1C was read as PDI inh 18, Vif inh 4, HIF-2a block -32, iPSC survival up -0.6, MITF TRPM1 inh -2, Granule exo inh -1, NR2E3 ag-1 -34, aDG glyco act 0.5, NR2E3 ag-2 -1 and Peg3 prom inh -35.
For Cc1ccc(C(=O)NN2C(=O)/C(=C/c3cccn3C)SC2=S)cc1 the results were PDI inh -30, Vif inh 6, HIF-2a block -6, iPSC survival up 3.4, MITF TRPM1 inh 4, CaV13 ICDI inh -4, Granule exo inh -3, NR2E3 ag-1 -6, aDG glyco act 0.1, NR2E3 ag-2 -1 and Peg3 prom inh -39.

Pulled by compound from above, 2 records:
Cc1ccc2c(C)c(C(=O)N3CCN(Cc4ccccn4)CC3)oc2c1C was read as PDI inh 18, Vif inh 4, HIF-2a block -32, iPSC survival up -0.6, MITF TRPM1 inh -2, Granule exo inh -1, NR2E3 ag-1 -34, aDG glyco act 0.5, NR2E3 ag-2 -1 and Peg3 prom inh -35.
Screening CCOC(=O)C1=C(C)c2ccccc2OC1(C(=O)OCC)C(C)C (stereo not given) returned PDI inh -13, Vif inh -2, HIF-2a block 10, iPSC survival up -2.1, MITF TRPM1 inh -2, CaV13 ICDI inh -6, Granule exo inh -2, NR2E3 ag-1 -1, aDG glyco act 0.0 and Peg3 prom inh -6.

Bioassay records: PubChem, several laboratories
